# Screens deposited in PubChem BioAssay by several laboratories.
# TbMetRS inhib: T. brucei MetRS inhibitors, primary screen, biochemical, luminescence; methionyl-tRNA synthetase (Trypanosoma brucei brucei); purified T. brucei MetRS, ATP depletion, Kinase-Glo luminescence; inhibition, % at 11.9 µM; actives 0.4% (n = 360,000); AID 624268, 2012;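 active means inhibition above a per-plate cutoff of the control wells' mean inhibition plus 3 SD, cut at about 5.5% in these data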;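 further: 0% = DMSO wells median and 100% = median of wells with control inhibitor compound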
#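 Material – parasite MetRS enzyme · Medium – HEPES-MgCl2-KCl buffer plus DTT, spermine, BSA, pyrophosphatase · Reagent – ATP, methionine and E. coli bulk tRNA substrates · Times – 15 min enzyme-compound preincubation, 2 h reaction, 10 min detection, 25 °C · Measured by – luminescence of leftover ATP · Evaluation – percent inhibition relative to median high and low control wells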
# MsrA inhibitor: bovine MsrA enzyme inhibitors, primary screen, biochemical, absorbance, HTS. actives 0.75% (n = 360,000). Methionine sulfoxide reductase A (Bos taurus). purified bovine MsrA, absorbance read-out. AID 651718, 2012. inhibition, % at 15.5 µM; in the data active means inhibition above about 4.5%;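 further: 0% = vehicle wells with enzyme and 100% = reference inhibitor wells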
# SUMO1-SIM PPI: modulators of SUMO1 protein-protein interactions, primary screen, biochemical, uHTS | inhibition, % at 20 µM | Small ubiquitin-related modifier 1 (Homo sapiens), P63165 | SUMO1 binding to a labelled peptide, TR-FRET, 1 h | actives 0.33% (n = 360,000); in the data active means inhibition above about 37%
# CSN inh: inhibitors of CSN-mediated cullin deneddylation, primary screen, biochemical, fluorescence polarization, uHTS; AID 651999, 2013; inhibition, % at 12.5 µM; actives 0.38% (n = 360,000); Purified CSN, SCF-Nedd8-OG deneddylation;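 active means pattern-corrected inhibition above about 35%, with an unprinted fluorescence ratio check between 0.5 and 1.5, limit read from the data, passing the limit was not always enough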;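 further: 0% = enzyme with substrate and 100% = substrate without enzyme; some results filed as inactive read as strong as hits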
#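 assay system = purified human Csn5 enzyme expressed in HEK293T cells | amount = 0.24 nM enzyme | buffer or medium = Tris/NaCl/DTT buffer, pH 7.5 | reagent = 10 nM SCFSkp2-Nedd8OG | compound = one concentration, 12.5 µM, 0.25% DMSO | times = 90 min reaction at room temperature | signal = FP | read-out basis = % inhibition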
# LMPTP inh: LMPTP phosphatase inhibitors, primary screen, biochemical, fluorescence intensity, uHTS | recombinant LMPTP-A, OMFP fluorogenic substrate | inhibition, % at 20 µM | actives 0.22% (n = 360,000);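 active means compounds that cut the enzyme signal by at least half of the control window in the single-dose screen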;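 further: plate controls were DMSO wells with enzyme plus substrate for no effect and substrate without enzyme for full effect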
#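 Buffer or medium: Bis-Tris pH 6.0, DTT, detergent; Assay system: LMPTP-A enzyme; Quantity: 0.625 nM enzyme; Detection: endpoint fluorescence intensity; Times: 50 min dark incubation at room temperature; Controls: substrate-only low control, DMSO enzyme-plus-substrate high control; Doses: single 20 µM dose; Read-out: percent inhibition versus substrate-only and uninhibited controls; Reagent: 400 µM OMFP.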
# STEP inh: STEP phosphatase inhibitors, primary screen, biochemical, fluorescence intensity, uHTS | Tyrosine-protein phosphatase non-receptor type 5 (Homo sapiens), P54829 | recombinant STEP, OMFP fluorogenic substrate | inhibition, % at 20 µM | actives 0.25% (n = 360,000);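 active means inhibition at 20 µM, scaled per plate between control wells, above about 37%, limit read from the data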;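 further: 0% = DMSO with enzyme and substrate and 100% = substrate only without enzyme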
#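 Material: STEP (striatal-enriched tyrosine phosphatase) enzyme, cell-free; Compound dosing: 20 µM single dose in 1% DMSO; Technique: fluorescence read at 480 nm ex / 540 nm em; Times: reaction 20 min, ambient temperature; Medium: 50 mM Bis-Tris pH 6.0 with 2.5 mM DTT and 0.005% Tween 20; Also added: OMFP at 25 µM.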
# Scp1 inh: Scp-1 phosphatase inhibitors, primary screen, biochemical, colorimetric, uHTS. Carboxy-terminal domain RNA polymerase II polypeptide A small phosphatase 1 (Homo …. Recombinant Scp1, phosphopeptide, malachite green phosphate absorbance. inhibition, % at 20 µM. actives 0.88% (n = 340,000);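 active means inhibition above about 50% at 20 µM, limit read from the data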;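 further: plate controls were DMSO wells with enzyme for no effect and wells lacking enzyme for full effect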
#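 assay system = SCP-1 phosphatase catalytic domain, residues 76-261 | buffer or medium = 50 mM Tris acetate pH 5.5, 0.005% Tween-20, 10 mM MgCl2 | incubation = enzyme reaction 45 min at room temperature, colour 5 min, stabilisation 30 min | signal = Phosphate-binding colour reagent, absorbance read at 630 nm | measure = % inhibition at 20 µM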
# DNMT1 inh: human DNMT1 methyltransferase inhibitors, primary screen, biochemical, molecular beacon, fluorescence, HinP1I cleavage, uHTS; AID 588458, 2011; inhibition (reported as % activation of signal), % at 10 µM; actives 0.83% (n = 360,000); DNA (cytosine-5)-methyltransferase 1 (Homo sapiens), P26358; in the data active means inhibition above about 50%
# Target sequence (P26358 504-1616 limits assumed): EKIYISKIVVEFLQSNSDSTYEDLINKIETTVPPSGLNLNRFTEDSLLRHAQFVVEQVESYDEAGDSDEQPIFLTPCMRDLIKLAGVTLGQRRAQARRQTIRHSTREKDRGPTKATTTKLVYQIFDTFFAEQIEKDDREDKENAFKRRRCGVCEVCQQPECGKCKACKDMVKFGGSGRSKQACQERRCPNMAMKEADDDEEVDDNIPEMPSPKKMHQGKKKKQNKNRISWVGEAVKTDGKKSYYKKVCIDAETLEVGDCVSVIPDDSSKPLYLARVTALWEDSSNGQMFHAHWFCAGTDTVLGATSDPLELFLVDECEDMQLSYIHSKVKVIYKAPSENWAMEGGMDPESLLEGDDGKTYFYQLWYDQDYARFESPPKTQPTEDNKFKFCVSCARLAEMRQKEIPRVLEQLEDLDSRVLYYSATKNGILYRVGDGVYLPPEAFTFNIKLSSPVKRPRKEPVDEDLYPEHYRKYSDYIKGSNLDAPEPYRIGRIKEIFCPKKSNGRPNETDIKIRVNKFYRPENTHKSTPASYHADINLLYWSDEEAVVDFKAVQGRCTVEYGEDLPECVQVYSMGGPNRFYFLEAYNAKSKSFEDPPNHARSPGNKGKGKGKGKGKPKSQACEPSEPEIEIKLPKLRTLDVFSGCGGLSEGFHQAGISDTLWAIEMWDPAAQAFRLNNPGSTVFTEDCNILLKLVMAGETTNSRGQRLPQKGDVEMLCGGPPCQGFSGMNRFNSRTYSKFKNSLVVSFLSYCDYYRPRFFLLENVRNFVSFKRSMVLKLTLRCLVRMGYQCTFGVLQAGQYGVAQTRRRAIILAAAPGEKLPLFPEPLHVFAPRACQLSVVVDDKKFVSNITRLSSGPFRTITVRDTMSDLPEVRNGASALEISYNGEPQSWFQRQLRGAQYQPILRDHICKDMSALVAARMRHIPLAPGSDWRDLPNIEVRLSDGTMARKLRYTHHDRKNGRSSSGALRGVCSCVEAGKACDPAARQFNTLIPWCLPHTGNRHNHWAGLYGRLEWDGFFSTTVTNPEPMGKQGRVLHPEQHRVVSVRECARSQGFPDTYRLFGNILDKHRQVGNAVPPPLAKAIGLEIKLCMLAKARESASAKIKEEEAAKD
# Rpn11 inh: Rpn11 (PSMD14) deubiquitinase inhibitors, primary screen, biochemical, fluorescence polarization, uHTS; 26S proteasome non-ATPase regulatory subunit 14 (Homo sapiens), O00487; human 26S proteasome, Ub4-pepOG fluorescence polarization; 20S core pre-blocked with epoxomicin; calls only at 20 µM; actives 0.59% (n = 360,000); AID 588493, 2011;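 active means inhibition at 20 µM, scaled to each plate's controls, above about 33%, limit read from the data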
# NadD block: inhibitors of S. aureus NadD, primary screen, biochemical, colorimetric, uHTS | purified NadD enzyme, colorimetric absorbance read-out | inhibition, % at 20 µM | actives 0.78% (n = 360,000); in the data active means inhibition above about 26%; further: some compounds past the cut are filed as inactive
# Numbers without * were called inactive; i = inactive; x = no result given; + = active, no number. The order is random. About 3.9% of those tested had a hit in this group.
TbMetRS inhib,MsrA inhibitor,SUMO1-SIM PPI,CSN inh,LMPTP inh,STEP inh,Scp1 inh,DNMT1 inh,Rpn11 inh,NadD block,SMILES
-0.6,0.2,-2,1,-0.2,2,-10,-4,i,2,COc1ccc(CC(=O)Nc2ccc3c(c2)CCC3)cc1S(=O)(=O)N1CCOCC1
-0.3,-1.6,10,3,-0.2,2,6,2,i,-3,CCCCN1C(N)=NC[C@@H]1c1ccccc1
-0.4,0.0,-2,-1,-1.7,3,-3,-1,i,-3,CC(Sc1nnc(-c2cccnc2)o1)C(=O)NC1CCCCC1 (centres undefined)
-0.7,0.6,-3,2,-0.5,-1,-5,-4,i,3,C=Cc1ccc(Cn2c(=O)n(C)c(=O)c3sccc32)cc1
-0.8,0.6,-9,3,1.7,1,-5,-6,i,-7,COc1ccc(Br)cc1CN(C)C(=O)CNC(=O)c1ccc2ccccc2c1
-1.1,1.4,6,3,-1.0,-3,-10,0,i,-1,COC(CN(C)C(=O)C1CCC(CNS(=O)(=O)c2ccc(C)cc2)CC1)OC (centres undefined)
0.4,-1.1,0,3,6.1,10,6,-3,i,-5,CN(Cc1ccccc1)CC(O)COc1ccc(CNCc2cccnc2)cc1 (centres undefined)
0.0,1.5,-11,3,1.3,-2,12,3,i,-1,COc1ccc(CNC(=O)/C=C/c2ccco2)cc1OC
-0.6,0.8,3,0,-0.6,-1,8,2,i,-4,CC(C)CN(C(=O)CCNC(=O)c1ccccc1Cl)C1CCS(=O)(=O)C1 (centres undefined)
-0.3,-0.4,2,0,0.9,-1,-2,2,i,0,COc1ccc(C)cc1NCc1ccc(OC)c(C)c1OC
-0.6,0.5,-3,-1,-1.5,-1,-2,2,i,0,Cn1nc(C(=O)NC2=NCCS2)ccc1=O
-0.6,0.3,-3,6,-1.4,3,1,0,i,-4,CC1(C)Cc2c(sc3c2C(=O)N(c2ccccc2)C2=NCCN23)CS1

# The list goes on (three carried over from the part before).
TbMetRS inhib,MsrA inhibitor,SUMO1-SIM PPI,CSN inh,LMPTP inh,STEP inh,Scp1 inh,DNMT1 inh,Rpn11 inh,NadD block,SMILES
-0.3,-0.4,2,0,0.9,-1,-2,2,i,0,COc1ccc(C)cc1NCc1ccc(OC)c(C)c1OC
-0.6,0.5,-3,-1,-1.5,-1,-2,2,i,0,Cn1nc(C(=O)NC2=NCCS2)ccc1=O
-0.6,0.3,-3,6,-1.4,3,1,0,i,-4,CC1(C)Cc2c(sc3c2C(=O)N(c2ccccc2)C2=NCCN23)CS1
0.3,0.2,-3,0,0.3,0,-7,1,i,1,O=C(Nc1ccc(F)cc1)c1ccc(S(=O)(=O)N2CCOCC2)o1
-0.2,-0.2,5,-1,-0.8,0,-7,29,i,-2,CCn1c(SCC(=O)NC2CCCC2)nc2c1c(=O)n(C)c(=O)n2C
0.2,0.7,4,-15,-2.7,-1,-3,0,i,-2,CCCCC(=O)Nc1cccc(C(=O)Nc2ccccc2C(=O)O)c1
-0.5,0.7,-2,-2,-1.0,-2,-3,-6,i,-8,O=C(/C=C/c1ccccc1)NNc1ccc(Cl)cc1
0.0,0.6,8,2,-0.9,-1,-5,-1,i,-1,O=C(CSc1nnc(-c2ccccc2Cl)o1)N1CCOCC1
-0.2,-0.4,1,3,-1.2,0,x,2,i,1,COCCNC(=O)C1(C)CCCN(C(=O)c2ccccc2F)C1 (centres undefined)
-0.8,-0.3,-2,-6,-1.0,-1,-7,0,i,-2,COc1ccc(OC(=O)c2ccc(Cl)cc2)c(C(C)=O)c1
0.3,-0.8,-3,1,-0.6,0,-11,-3,i,6,COc1ccc(CN2CCNC(=O)C2CC(=O)NC2CCCC2)c(OC)c1 (centres undefined)
2.9,0.5,-38,-33,6.8,-4,-23,6,i,-6,CCC(CNc1cc(OC)cc2cccnc12)NC1CCCCC1 (centres undefined)
-0.1,1.4,4,3,0.6,-3,-3,-5,i,2,C/C(=N\Nc1nc(C)cc(-c2ccccc2)n1)c1ccc(C)o1
0.9,-0.1,-3,1,0.4,-1,-1,-2,i,-2,CC(Oc1ccc(-c2ccccc2)cc1)C(=O)N/N=C/c1cccnc1 (centres undefined)
-0.2,1.3,-33,-2,8.0,3,-5,1,i,-4,O=C1c2cccc3cccc(c23)C(=O)N1CCCN1CCN(c2ccc(F)cc2)CC1
0.2,-1.2,-3,-1,0.7,3,-9,1,i,0,O=C(COC(=O)/C=C/c1cccc(Br)c1)NCCc1ccccc1
-0.2,0.6,4,-2,-0.5,3,-8,-2,i,8,CCC1(C)Cc2ccccc2/C(=C/C(=O)N2CCCCC2)N1 (centres undefined)
-0.2,-0.2,0,1,-0.2,-4,-7,3,i,0,CC(C)[C@H](NC(=O)OCc1ccccc1)C(=O)OCC(=O)N1C(C)CCCC1C (some centres undefined)
-0.9,0.7,-2,-4,-1.7,2,-10,2,i,7,CCCCC(=O)Nc1cccc(-c2nc3ncccc3o2)c1
0.0,0.2,-17,3,-8.7,0,0,-4,i,10,COc1ccc(-c2cc(C(=O)N(C)Cc3ccccc3F)c3ccccc3n2)cc1OC
-0.3,-0.7,2,-2,72*,65*,102*,17,+,6,Clc1ccc(Br)cc1-c1nc(-c2ccncc2)no1
-0.2,0.7,-7,4,-0.9,0,1,2,i,3,S=c1[nH]ncn1/N=C/c1cccs1
0.3,0.8,-4,3,1.0,1,-1,-9,i,13,CCCS(=O)(=O)c1c(S(=O)(=O)CCC)c2c(N)cccn2c1C(=O)c1ccc(OC)cc1
-0.6,1.1,-2,-2,-2.2,-1,-6,0,i,8,CCOC(=O)CNC(=O)Nc1nnc(-c2ccc(OCC)cc2)o1
0.5,0.7,-5,1,-0.4,-2,-5,1,i,2,COc1ccccc1-c1nn2c(=O)cc(C)nc2s1
0.2,-0.4,6,-2,0.5,3,-4,-2,i,3,O=C(C1CCCN(c2ncnc3c2nc2n3CCCCC2)C1)N1CCN(c2ccc(F)cc2)CC1 (centres undefined)
0.8,0.9,-10,-2,-1.1,-1,-4,3,i,0,COC(=O)C(C(=O)OC)c1ccccc1[N+](=O)[O-]
-0.1,-0.6,-2,5,-1.0,0,-11,5,i,-4,CCC(=O)Nc1ccc(-c2cc(-c3ccccc3)nc(-c3ccc(NC(=O)CC)cc3)n2)cc1
-1.7,1.3,4,2,0.2,-1,-10,5,i,-5,COc1cccc(C(=O)NC(=S)Nc2ccc(Cl)c(C(=O)O)c2)c1
0.6,-1.3,-3,-2,-1.8,-3,-7,-1,i,-4,Cc1ccc(NC(=O)CN(C)CC(=O)Nc2ccccc2C(=O)Nc2ccccc2)cc1
-0.3,-0.4,2,0,-1.6,-1,1,7,i,6,CC1(C)CC(=O)c2cnc(NC(=O)c3ccco3)nc2C1
0.5,0.9,-13,2,0.6,0,-7,4,i,-4,O=[N+]([O-])c1ccc(NC(=S)N2CCN(c3ccccn3)CC2)cc1
-1.6,0.4,1,0,-1.0,-1,-2,-2,i,-5,CCN(c1ccc(OC)cc1)S(=O)(=O)c1nnc(NC(=O)C(C)C)s1
-1.0,1.0,1,-2,0.3,1,-8,0,i,-8,COC(=O)C1CN(C(=O)C(C)Oc2ccc(C(C)C)cc2)c2ccccc2O1 (centres undefined)
0.9,0.3,3,-2,-0.8,1,-7,-2,i,0,CC(=O)N1N=C(c2ccccc2O)OC1(C)CC(=O)Nc1ccccc1 (centres undefined)
-0.6,0.0,5,2,-0.1,-1,-9,-1,i,-3,CCOC(=O)C1C(c2ccccc2)N(C)OC1(O)C(F)(F)F (centres undefined)

# Full records as entered above. Screens in order: TbMetRS inhib | MsrA inhibitor | SUMO1-SIM PPI | CSN inh | LMPTP inh | STEP inh | Scp1 inh | DNMT1 inh | Rpn11 inh | NadD block
# Record of CC1(C)CC(=O)c2cnc(NC(=O)c3ccco3)nc2C1 : -0.3 | -0.4 | 2 | 0 | -1.6 | -1 | 1 | 7 | i | 6
# Record of Cc1ccc(NC(=O)CN(C)CC(=O)Nc2ccccc2C(=O)Nc2ccccc2)cc1 : 0.6 | -1.3 | -3 | -2 | -1.8 | -3 | -7 | -1 | i | -4
# Record of CCOC(=O)C1C(c2ccccc2)N(C)OC1(O)C(F)(F)F (centres undefined) : -0.6 | 0.0 | 5 | 2 | -0.1 | -1 | -9 | -1 | i | -3
